HTRA1 inh: HTRA1 serine protease inhibitors, primary screen, biochemical, fluorescence polarization, HTS; AID 504803, 2011; Q92743; recombinant HTRA1, FP-rhodamine activity-based probe; actives 0.5% (n = 340,000); inhibition, % at 5.96 µM; in the data active = inhibition above about 36%;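 note: 0% = enzyme with DMSO and 100% = wells lacking enzyme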
TCR-CD3 inh: inhibitors of human TCR-CD3 interaction, primary screen, biochemical, fluorescence, TAMRA-labeled TCR probe; actives 0.37% (n = 360,000); T-cell receptor (TCR); inhibition, % at 9.4 µM; in the data active = inhibition above about 19%;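 note: recombinant mutant TCR 2C K166C tagged with TAMRA read by polarization; 0% = receptor in buffer alone and 100% = receptor with positive control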
PRMT1 inh: PRMT1 methyltransferase inhibitors, primary screen, biochemical, fluorescence polarization; recombinant PRMT1, activity-based probe fluorescence polarization; actives 1.3% (n = 370,000); inhibition, % at 2.79 µM; AID 652257, 2013; Protein arginine N-methyltransferase 1 (Homo sapiens), Q99873;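 active = inhibition above about 21% made by adding two undisclosed values, limit read from the data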
rCAG binder: binders of r(CAG) RNA repeats, primary screen, biochemical, fluorescence. r(CAG) RNA repeat, TO-PRO-1 dye displacement fluorescence. inhibition, % at 3 µM. actives 1.3% (n = 370,000). AID 651821, 2012;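 active = inhibition above the plate cutoff, the mean of all test compounds on that plate plus 3 SD, cut at about 35% in these data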;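 note: 0% = DMSO alone and 100% = 100 µM mitoxantrone as full dye displacement; higher means more dye released from RNA so lower well fluorescence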
UHRF1 MBD2 ctr: UHRF1 methylated DNA binding inhibitors, primary screen, counter-screen for MBD2 inhibitor project, biochemical, TR-FRET, human UHRF1, single concentration; E3 ubiquitin-protein ligase UHRF1 (Homo sapiens), Q96T88; UHRF1 binding to methylated oligo; inhibition, % at 4.4 µM; actives 0.75% (n = 370,000); AID 687016, 2013; in the data active = inhibition above about 21%;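 note: UHRF1 SRA domain binding a hemimethylated CpG hairpin DNA probe; 0% = median of test compound wells and 100% = reference inhibitor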
Target sequence (Q96T88 whole entry, looked up, the tested form may be a part): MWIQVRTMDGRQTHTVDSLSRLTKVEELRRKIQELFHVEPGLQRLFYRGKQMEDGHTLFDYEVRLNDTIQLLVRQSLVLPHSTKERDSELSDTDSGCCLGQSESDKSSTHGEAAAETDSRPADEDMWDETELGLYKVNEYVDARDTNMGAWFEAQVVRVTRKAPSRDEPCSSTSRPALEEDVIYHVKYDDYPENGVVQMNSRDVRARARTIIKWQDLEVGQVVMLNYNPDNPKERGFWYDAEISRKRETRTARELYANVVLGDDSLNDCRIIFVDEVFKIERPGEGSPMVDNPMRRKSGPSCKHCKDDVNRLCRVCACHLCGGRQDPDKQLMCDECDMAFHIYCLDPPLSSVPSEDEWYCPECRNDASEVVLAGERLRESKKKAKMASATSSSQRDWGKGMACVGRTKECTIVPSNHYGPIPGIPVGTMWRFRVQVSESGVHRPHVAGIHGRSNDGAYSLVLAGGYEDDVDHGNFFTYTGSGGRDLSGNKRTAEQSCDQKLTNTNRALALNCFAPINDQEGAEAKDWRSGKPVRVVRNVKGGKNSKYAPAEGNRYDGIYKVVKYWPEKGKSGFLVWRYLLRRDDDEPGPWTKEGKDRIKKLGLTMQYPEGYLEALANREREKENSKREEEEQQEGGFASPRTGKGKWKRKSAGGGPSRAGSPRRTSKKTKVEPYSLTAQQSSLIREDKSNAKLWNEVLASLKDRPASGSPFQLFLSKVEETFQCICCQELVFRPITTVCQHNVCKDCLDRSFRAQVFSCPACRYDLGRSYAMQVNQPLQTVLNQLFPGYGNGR
GC-A act: GC-A stimulated cGMP production enhancers – HEK293 GC-A cells, cGMP TR-FRET, EC30 ANP, primary screen | Atrial natriuretic peptide receptor 1 (Homo sapiens), P16066 | actives 0.14% (n = 370,000) | activation, % at 10 µM | AID 1671463, 2021 | 0% at EC30 ANP, 100% saturating ANP; in the data active = activation above about 40%
SIAE primary: human SIAE inhibitors, primary screen, biochemical, fluorescence polarization, FP-Rh probe, 1536-well HTS | actives 0.69% (n = 370,000) | SIAE FP-Rh probe binding | inhibition, % at 9.66 µM;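 active = inhibition above a cutoff: mean of compounds within the control limits plus 3 SD of those, cut at about 17% in these data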;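 note: 0% = plate median of compound wells and 100% = probe without SIAE protein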
NPR2 activator: human GC-B receptor activators, primary screen, HEK293 GC-B cells, cGMP TR-FRET, EC30 CNP | Atrial natriuretic peptide receptor 2 (Homo sapiens), P20594 | 0% at EC30 CNP, 100% saturating CNP | activation, % at 10 µM | actives 0.11% (n = 370,000);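 active = activation at 10 µM reaching about 35% in either raw or pattern-adjusted values, limit read from the data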
mABHD4 FP: ABHD4 inhibitors, primary screen, biochemical, fluorescence polarization, mouse | actives 0.54% (n = 370,000) | purified mABHD4, FP-Rh probe fluorescence polarization | inhibition, % at 8.92 µM | (Lyso)-N-acylphosphatidylethanolamine lipase (Mus musculus), Q8VD66;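 active = inhibition exceeding the mean over every tested compound plus 3 SD, cut at about 30% in these data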;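 note: 0% = plate median of compound wells and 100% = S159A mutant with DMSO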
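Assay system: Wild-type mouse ABHD4 protein | Medium: HEPES pH 7.0 buffer, 150 mM NaCl, 0.01% Pluronic F-127 | Incubation: Enzyme–compound pre-incubation 45 min, then probe 60 min, both 25 °C | Technique: Fluorescence polarization with parallel and perpendicular emission, 525/598 nm | Evaluation: % inhibition of FP-Rh probe binding versus controls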
MBD2 DNA inh: inhibitors of MBD2 binding to methylated DNA, primary screen, biochemical, TR-FRET, DNA-binding domain, human; Methyl-CpG-binding domain protein 2 (Homo sapiens), Q9UBB5; MBD2 binding to methylated oligonucleotide; inhibition, % at 4.4 µM; actives 0.31% (n = 370,000); AID 686964, 2013; in the data active = inhibition above about 13%
Numbers without * were called inactive; / = no result given. The list is partial (hit frequency here may not be typical).

SMILES	HTRA1 inh	TCR-CD3 inh	PRMT1 inh	rCAG binder	UHRF1 MBD2 ctr	GC-A act	SIAE primary	NPR2 activator	mABHD4 FP	MBD2 DNA inh
CC(N1CCOC1=O)S(=O)(=O)c1ccccc1 (stereo unspecified)	6	6	11	1	3	2	-1	-2	8	-4
O=S1(=O)CCS(=O)(=O)C1c1ccccc1	1	0	8	-1	7	4	-1	2	-4	0
CCCCC(CC)Cn1c(N)c(C#N)c2nc3ccccc3nc21 (stereo unspecified)	-25	3	-1	3	-2	-9	-2	-4	-5	-2
COc1ccc(N2CCN(C(=O)Nc3cccc(C(F)(F)F)c3)CC2)cc1	-4	-3	4	-6	1	0	0	-2	-3	-1
CN(C)C(=O)CSCc1c(Cl)cccc1Cl	1	7	1	-4	-1	-2	-2	4	-4	-3
NC(=O)C1=C[C@@H](c2ccccc2)C[C@@H](OCc2ccc(CO)cc2)O1	-1	1	-3	-2	-7	-2	7	0	3	-4
CCOC(=O)C1CCN(C(=O)CNC(=O)Cn2c(C)cc3ccccc3c2=O)CC1	6	4	-2	-4	-1	0	-5	-2	7	-2
Cc1nnc(SCC(=O)NC2CC2)s1	-2	6	-2	-2	3	1	1	2	-10	1
CC1CCC2(CC1)NC(=O)N(NC(=O)c1cccc(N(C)C)c1)C2=O (stereo unspecified)	3	2	14	1	7	1	-1	3	11	7
Cc1cc(NC(=O)CCCC(=O)N(CC(=O)NC2CCCCC2)c2ccccc2)no1	-13	-9	0	-5	0	2	-1	9	6	1
Cc1c(C)n(C)c2ccc(C(=O)N3CCN(c4ccccc4)CC3)cc12	-10	-4	3	-4	0	-4	9	-4	0	-1
O=C(CC1(O)C(=O)N(CCc2ccccc2)c2ccccc21)c1ccco1 (stereo unspecified)	-2	-4	-2	1	1	7	6	-8	11	4
CC(O/N=C/c1ccccc1OC(F)F)C(=O)Nc1cccc(S(=O)(=O)N2CCOCC2)c1 (stereo unspecified)	-10	4	-1	3	5	1	-17	4	-21	5
Cc1ccc(OCCCCN2CCC(C)CC2)c(Br)c1	5	1	0	-1	-2	-3	0	-4	9	-3
O=C(Cn1cc(C(=O)C2CC2)c2ccccc21)Nc1ccc(F)cc1	-25	-2	-2	3	0	1	1	-6	-10	-1
O=C(Cc1ccccc1)NN1C(=O)C2C3C=CC([C@@H]2C1=O)C31CC1 (stereo partly specified)	5	5	1	0	-1	1	4	4	-2	-5
COc1cccc(NS(=O)(=O)c2nc3nc(C)cc(C)n3n2)c1	0	2	-3	1	-1	-1	3	-1	4	0
CC(C)N1C(=O)c2ccccc2N(Cc2ccccc2)S1(=O)=O	-6	-8	6	-5	3	-8	-6	-7	-7	1
N#CCC(=O)Nc1ccc(C(=O)NNC(=O)c2ccccc2-n2cccc2)cc1	2	3	0	13	1	0	-34	-2	-20	-3
CCC(=O)c1ccc(N2CCN(C(=O)c3ccccc3Br)CC2)c(F)c1	1	5	-4	-8	0	5	6	7	1	6

Gathered by group, those above with bromine.
SMILES	HTRA1 inh	TCR-CD3 inh	PRMT1 inh	rCAG binder	UHRF1 MBD2 ctr	GC-A act	SIAE primary	NPR2 activator	mABHD4 FP	MBD2 DNA inh
Cc1ccc(OCCCCN2CCC(C)CC2)c(Br)c1	5	1	0	-1	-2	-3	0	-4	9	-3
CCC(=O)c1ccc(N2CCN(C(=O)c3ccccc3Br)CC2)c(F)c1	1	5	-4	-8	0	5	6	7	1	6

Full records from above. Values in the order: HTRA1 inh	TCR-CD3 inh	PRMT1 inh	rCAG binder	UHRF1 MBD2 ctr	GC-A act	SIAE primary	NPR2 activator	mABHD4 FP	MBD2 DNA inh
Results for O=C(Cn1cc(C(=O)C2CC2)c2ccccc21)Nc1ccc(F)cc1 : -25	-2	-2	3	0	1	1	-6	-10	-1
Results for O=S1(=O)CCS(=O)(=O)C1c1ccccc1 : 1	0	8	-1	7	4	-1	2	-4	0

Individual results from above.
UHRF1 MBD2 ctr with O=C(Cn1cc(C(=O)C2CC2)c2ccccc21)Nc1ccc(F)cc1 : 0
UHRF1 MBD2 ctr with O=C(Cc1ccccc1)NN1C(=O)C2C3C=CC([C@@H]2C1=O)C31CC1 (stereo partly specified) : -1

Other results
SMILES	HTRA1 inh	TCR-CD3 inh	PRMT1 inh	rCAG binder	UHRF1 MBD2 ctr	GC-A act	SIAE primary	NPR2 activator	mABHD4 FP	MBD2 DNA inh
Fc1cc(Cl)ccc1Nc1nc(NCc2ccccc2)nc2ccsc12	/	-1	-3	4	-1	-15	0	-9	4	-2
CC(=O)Nc1cc(NC(C)=O)cc(C(=O)OCC(=O)N(c2ccccc2)C2CCS(=O)(=O)C2)c1 (stereo unspecified)	-1	8	-2	3	-4	1	8	2	1	0
CC(C)(C)n1nnnc1CN1CCSCC1	-1	4	1	0	-1	-1	0	4	2	1
Cc1ccc(C)c(OCC(=O)Nc2cc(C)on2)c1	-13	1	4	-1	3	11	10	3	12	6
Cc1ccc2[nH]c(=O)c(CN(C(=O)c3cccc([N+](=O)[O-])c3)C(C)(C)C)cc2c1	-1	6	6	-4	2	-3	-4	-4	2	5
Cc1ccc(S(=O)(=O)N(CC(=O)NCc2ccccc2)C(=O)N2CCN(C)CC2)cc1	1	-6	4	-2	0	1	2	4	8	2
Cc1ccc(C(=O)NC(NC(=O)c2ccc(C)cc2)C(Cl)Cl)cc1	-10	-2	-2	1	2	-4	-15	-1	-3	0
COc1cc(NC(=O)C2=COCCO2)c(OC)cc1Cl	1	8	0	-3	-3	2	-1	-2	0	-3
CCOC(=O)C1=CC[C@@H](c2ccccc2)N(S(=O)(=O)c2ccc(C)cc2)[C@@H]1C#N	/	12	13	2	-3	16	5	-7	-2	0
CCOc1cccc(C(=O)NC(=S)Nc2ccc(Cl)cc2C(=O)O)c1	0	-1	6	6	0	1	-9	5	-4	0
OC(c1ccc(-c2ccccc2)cc1)c1ncc(-c2cccc(F)c2)[nH]1 (stereo unspecified)	/	2	2	4	1	0	-10	4	-13	3
O=C1OCC(Cn2c3ccccc3c3ccccc32)O1 (stereo unspecified)	-4	-10	0	2	3	16	-8	-2	-9	-5
Cc1ccc2c(c1)N(CCCC(=O)N(C)Cc1ccc(F)cc1)C(=O)CO2	/	/	-3	2	0	-5	12	0	-6	-6
Cc1c(Cl)cccc1NC(=S)N1CCN(c2ncccn2)CC1	7	7	1	0	-1	2	11	8	4	-4
CC(C)CNC(=O)[C@@H]1CSC2c3ccccc3C(=O)N21 (stereo partly specified)	2	-8	18	10	1	3	0	2	6	2
Cc1ccc(SCCSc2nc(C)cc(=O)[nH]2)cc1	-4	-1	-6	0	-3	-7	-1	1	-4	-5
Cc1ccc(C)c(N2CCN(C(=O)c3cc(S(=O)(=O)N4CCCC4)cn3C)CC2)c1	-2	1	0	0	0	2	-4	-1	-1	0
CCCCn1nnnc1C(c1cc2ccccc2o1)N1CCN(c2ncccc2C#N)CC1 (stereo unspecified)	/	6	-2	5	0	-7	-2	1	-9	-1
C/C(=N\Nc1cc(N2CCOCC2)nc(C)n1)c1ccc(F)cc1	-3	-10	4	-9	0	-2	-4	-11	1	3
CCOC(=O)c1c(NC(=S)Nc2ccc(F)cc2)sc2c1CCC2	0	3	0	7	1	-1	4	-1	0	-1
CC1=C(C(=O)N(C)C)CC(CC(=O)NCCN2CCOCC2)C(=O)N1Cc1ccc(C(C)(C)C)cc1 (stereo unspecified)	1	2	1	-2	-1	2	3	0	2	-1
CCN(CC)C(=O)C1=C(C)N(Cc2ccc(OC)cc2)C(=O)C(CC(=O)NCCN2CCOCC2)C1 (stereo unspecified)	2	-1	-1	2	22*	-1	3	2	1	9
O=c1cc(O)c2ccccc2n1Cc1ccccc1	-12	-2	10	17	5	0	1	4	-3	1
Cc1ccc(S(=O)(=O)N2CCN(C(=O)c3ccccc3)C2C(C)C)cc1 (stereo unspecified)	1	0	-2	-7	14	-4	-7	0	4	0
Cc1ccc(CNC(=O)[C@H](Cc2ccccc2)NC(=O)c2ccco2)cc1	-2	-6	3	3	2	-1	10	2	-8	5
CC1=C(C(=O)Nc2ccccc2)C2(CCCCC2)C(C#N)=C(S)N1	-14	3	26*	17	-4	1	-9	-2	5	1
Cn1cc([C@@H]2C[C@H]3CN(Cc4cccc(Cl)c4)C(=O)[C@]34CCCN24)c2ccccc21	-83	-19	3	-1	4	-11	-52	-7	-92	-2
O=C(NNC(=O)c1cc2ccccc2o1)c1ccncc1	2	7	-2	1	-3	2	6	1	4	0
C=CCn1c(CSCc2ccc(F)cc2)n[nH]c1=S	6	1	-1	-3	0	-3	10	-7	1	3
COc1cccc(-c2csc(NNC(=O)c3cccs3)n2)c1	/	-5	29*	19	-2	2	-8	-7	0	-1
C/C(CC(=O)Nc1ccc2ccccc2c1)=N\NC(=O)c1ccc(O)c(O)c1	69*	19	-2	24	2	-3	7	0	9	-3
CN=C(Nc1ccc(Cl)cc1)c1ccc(C(F)(F)F)cc1	5	-8	-3	-7	2	-24	6	-7	-7	-3
O=C1CCCC(=O)C1C(=O)C1CCN(S(=O)(=O)c2ccccc2)CC1	-1	0	-2	2	-2	-2	3	-1	3	-7
Cc1cccn2cc(CSc3ccccc3N)nc12	4	3	-1	2	-1	-2	12	0	2	-6

4 records picked at random from the list so far, as already listed:
SMILES	HTRA1 inh	TCR-CD3 inh	PRMT1 inh	rCAG binder	UHRF1 MBD2 ctr	GC-A act	SIAE primary	NPR2 activator	mABHD4 FP	MBD2 DNA inh
COc1cccc(-c2csc(NNC(=O)c3cccs3)n2)c1	/	-5	29*	19	-2	2	-8	-7	0	-1
C/C(CC(=O)Nc1ccc2ccccc2c1)=N\NC(=O)c1ccc(O)c(O)c1	69*	19	-2	24	2	-3	7	0	9	-3
CC1=C(C(=O)Nc2ccccc2)C2(CCCCC2)C(C#N)=C(S)N1	-14	3	26*	17	-4	1	-9	-2	5	1
Cc1ccc(S(=O)(=O)N2CCN(C(=O)c3ccccc3)C2C(C)C)cc1 (stereo unspecified)	1	0	-2	-7	14	-4	-7	0	4	0
